Rin1 Abl inh: inhibitors of Rin1-Abl protein binding, primary screen, biochemical, TR-FRET; Tyrosine-protein kinase ABL1 (Homo sapiens) + Ras and Rab interactor 1 (Homo sapiens), …; inhibition, % at 7.35 µM; actives 0.4% (n = 360,000); in the data active = inhibition above about 5%, passing the limit was not always enough
Neddylation inh: inhibitors of cullin neddylation, primary screen, biochemical, TR-FRET, uHTS, NAE and Ubc12; NEDD8-conjugating enzyme Ubc12 (Homo sapiens) + NEDD8-activating enzyme E1 regulatory …; calls only at 25 µM; actives 0.58% (n = 360,000); in the data active = inhibition above about 36%
MsrA inhibitor: bovine MsrA enzyme inhibitors, primary screen, biochemical, absorbance, HTS; Methionine sulfoxide reductase A (Bos taurus); purified bovine MsrA, absorbance read-out; inhibition, % at 15.5 µM; actives 0.75% (n = 360,000); AID 651718, 2012; in the data active = inhibition above about 4.5%;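 also: 0% = vehicle wells with enzyme and 100% = reference inhibitor wells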
FAS TE block: FAS thioesterase domain inhibitors, primary screen, biochemical, fluorescence intensity, uHTS; actives 0.67% (n = 360,000); recombinant FAS-TE, OMFH fluorogenic substrate, fluorescence endpoint; inhibition, % at 15 µM; Fatty acid synthase (Homo sapiens), P49327; AID 602261, 2012;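 active = compounds whose normalised, plate-corrected inhibition of enzyme fluorescence in the single-dose primary screen is 50% or more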;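 also: 0% = DMSO with enzyme and 100% = substrate without enzyme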
CSN deneddyl inh: inhibitors of CSN-mediated cullin deneddylation, primary screen, biochemical, fluorescence polarization, uHTS. COP9 signalosome complex subunit 5 (Homo sapiens), Q92905. Purified CSN, SCF-Nedd8-OG deneddylation. inhibition, % at 12.5 µM. actives 0.38% (n = 360,000). AID 651999, 2013;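 active = pattern-corrected inhibition above about 35%, with an unprinted fluorescence ratio check between 0.5 and 1.5, limit read from the data, passing the limit was not always enough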;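 also: 0% = enzyme with substrate and 100% = substrate without enzyme; some results filed as inactive read as strong as hits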
Target sequence (Q92905 whole entry, looked up, one chain of several): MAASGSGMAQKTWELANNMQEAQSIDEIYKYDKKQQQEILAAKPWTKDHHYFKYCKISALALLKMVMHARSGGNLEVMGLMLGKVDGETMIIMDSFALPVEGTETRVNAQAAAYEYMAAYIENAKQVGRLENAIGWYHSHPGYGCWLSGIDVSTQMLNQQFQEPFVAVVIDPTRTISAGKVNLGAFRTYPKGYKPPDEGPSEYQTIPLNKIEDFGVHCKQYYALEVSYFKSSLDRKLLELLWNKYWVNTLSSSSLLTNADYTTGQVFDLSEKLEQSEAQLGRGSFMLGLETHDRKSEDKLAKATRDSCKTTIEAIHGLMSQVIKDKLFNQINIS
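test system = HEK293T-derived human Csn5 enzyme | amount = 0.24 nM Csn5 enzyme, final concentration | medium = Tris/NaCl/DTT buffer, pH 7.5 | schedule = 90 min reaction at room temperature | signal = FP | evaluation = inhibition of Csn5 cleavage, % | compound dosing = single dose of 12.5 µM compound with 0.25% DMSO | probe or stimulus = 10 nM SCFSkp2-Nedd8OG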
TbMetRS inhib: T. brucei MetRS inhibitors, primary screen, biochemical, luminescence; actives 0.4% (n = 360,000); purified T. brucei MetRS, ATP depletion, Kinase-Glo luminescence; inhibition, % at 11.9 µM;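 active = inhibition above a per-plate cutoff of the control wells' mean inhibition plus 3 SD, cut at about 5.5% in these data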;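 also: 0% = DMSO wells median and 100% = median of wells with control inhibitor compound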
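Material: T. brucei methionyl-tRNA synthetase, purified; reagent: substrates ATP, L-methionine and bulk Escherichia coli tRNA; dosing: 11.9 µM single point; timing: 15 min plus 2 h at 25 °C; detection: luminescence of leftover ATP; evaluation: % inhibition; control set: DMSO-only wells as low control; replicates: singlicate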
PABP1 MLLE inh: inhibitors of PABP1 MLLE–PAM2 peptide binding, primary screen, biochemical, fluorescence polarization, FITC-PAM2, GST-MLLE; actives 0.36% (n = 360,000); inhibition, % at 20 µM; AID 588489, 2011; in the data active = inhibition above about 35%, passing the limit was not always enough;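 also: plate controls were DMSO wells with GST-MLLE for no effect and wells lacking GST-MLLE protein for full effect; some results filed as inactive read as strong as hits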
Target sequence (P11940 whole entry, looked up): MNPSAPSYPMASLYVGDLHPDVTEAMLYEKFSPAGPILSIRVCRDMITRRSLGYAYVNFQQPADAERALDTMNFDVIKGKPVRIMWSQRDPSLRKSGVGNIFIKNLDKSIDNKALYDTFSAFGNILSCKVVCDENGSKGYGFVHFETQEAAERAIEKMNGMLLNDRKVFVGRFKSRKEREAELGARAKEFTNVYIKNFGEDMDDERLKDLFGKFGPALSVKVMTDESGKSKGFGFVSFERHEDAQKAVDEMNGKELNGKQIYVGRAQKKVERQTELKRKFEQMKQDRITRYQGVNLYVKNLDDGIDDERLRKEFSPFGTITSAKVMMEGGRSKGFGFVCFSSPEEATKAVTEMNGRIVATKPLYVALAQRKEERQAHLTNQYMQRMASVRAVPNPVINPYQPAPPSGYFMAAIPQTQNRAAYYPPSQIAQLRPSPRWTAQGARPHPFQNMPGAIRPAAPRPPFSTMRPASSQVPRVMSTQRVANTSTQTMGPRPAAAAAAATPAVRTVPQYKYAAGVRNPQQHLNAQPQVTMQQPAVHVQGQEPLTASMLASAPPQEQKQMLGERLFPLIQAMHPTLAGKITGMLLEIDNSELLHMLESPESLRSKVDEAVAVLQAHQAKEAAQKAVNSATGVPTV
bovine MsrA act: bovine MsrA enzyme activators, primary screen, biochemical, absorbance, HTS | Methionine sulfoxide reductase A (Bos taurus) | activation, % at 10.6 µM | actives 0.3% (n = 360,000) | purified bovine MsrA, absorbance read-out; in the data active = activation above about 7.5%;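 also: 0% = vehicle and 100% = reference activator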
E coli Lon inh: inhibitors of E. coli Lon protease, primary screen, biochemical, fluorescence polarization; P0A9M0; purified E. coli Lon protease; inhibition, % at 7.94 µM; actives 0.42% (n = 360,000); AID 602123, 2011; in the data active = inhibition above about 13%, passing the limit was not always enough;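 also: 0% = enzyme with probe and DMSO and 100% = no enzyme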
* = called active by the depositor; i = inactive; · = not tested or not shown.

SMILES	Rin1 Abl inh	Neddylation inh	MsrA inhibitor	FAS TE block	CSN deneddyl inh	TbMetRS inhib	PABP1 MLLE inh	bovine MsrA act	E coli Lon inh
Cn1c(CCN2CCN(c3ccccn3)CC2)nc2cc(NC(=O)COc3ccc([N+](=O)[O-])cc3)ccc21	1	i	-0.3	0	3	-0.3	0	-1	-2
CC(C)(C)c1ccc(S(=O)(=O)n2c(CN3CCOCC3)nc3ccccc32)cc1	1	i	1.3	14	0	-0.3	4	-5	-11
COc1ccc(Cc2nnc(SCC(=O)Nc3c(C)cccc3C)[nH]c2=O)cc1	1	i	-0.2	-7	4	-0.1	32	-3	-15
CN1CSC2=C(C#N)C(c3cccc(OCc4ccccc4)c3)CC(=O)N2C1 (configuration not stated)	-1	i	2.2	5	4	-2.0	-2	1	2
CCN1C(=O)[C@H]2[C@H]3CN=C(SCC4CC4)N3[C@@](Cc3ccccc3)(C(=O)OC)[C@H]2C1=O	-5	i	1.2	-2	-6	-2.7	-116	-8	-1
CSc1ccc(CNC(=O)C2Cc3cc(S(=O)(=O)N4CCCCC4)ccc3N2C(C)=O)cc1 (configuration not stated)	2	i	0.3	10	2	0.1	-2	-3	1
Cc1noc(C)c1C(=O)N(CC(C)C)c1nc2ccccc2s1	4	i	-0.4	11	0	-0.5	-7	-4	-1
C=CCOc1c(/C=N\NC(N)=O)cccc1OC	1	i	0.8	-6	-2	0.0	19	-2	11
Cc1cc(-c2cc(N)n(-c3ccccc3)n2)c(C)n1C1CCCC1	-2	i	1.2	2	3	-1.0	-16	-1	-4
COCc1cc(Sc2cccc(Cl)c2Cl)nc(-c2ccccc2)n1	2	i	-1.2	25	1	-0.3	12	23*	-14
O=C(CSCc1ccc(F)cc1)Nc1ccccc1C(=O)N1CCOCC1	2	i	0.3	-11	-1	0.2	8	-3	-10
CC(=O)n1cc([C@@H]2C=C(C(=O)NCc3ccccc3)O[C@H](OCc3ccc(CO)cc3)C2)c2ccccc21	3	i	-0.5	8	-1	-0.3	10	-1	-25
CCN1CCN(C(=O)CCCn2c(C)c3cnn(-c4ccccc4)c(=O)c3c2C)CC1	1	i	0.5	-7	0	-1.4	2	-13	-7
CCOC(=O)N/N=C\c1ccc([N+](=O)[O-])o1	1	i	1.1	-6	-2	0.2	1	-1	-3
COc1ccc(-n2ncc3c2CC(C)(C)CC3NC(=O)CN2CCOC2=O)cc1 (configuration not stated)	0	i	-0.1	-7	0	-0.2	15	-2	-2
CC1Cc2ccccc2N1C(=O)COC(=O)c1ccc(S(=O)(=O)N(C)C)cc1 (configuration not stated)	0	i	0.7	1	-7	-0.3	-2	-2	14
CCN(CC(=O)Nc1c(F)cccc1F)C(=O)CCNS(=O)(=O)c1ccccc1C(F)(F)F	3	i	0.6	-6	4	-0.1	10	-2	-14
COc1ccc(N2CCN(CCNC(=O)c3ccc(NC(=O)C4CCCO4)cc3)CC2)cc1 (configuration not stated)	-1	i	-0.7	-7	4	0.0	-10	-7	0
CCN(C(=O)COC(=O)/C=C/c1c(C)nn(-c2ccccc2)c1C)c1c(N)n(Cc2ccccc2)c(=O)[nH]c1=O	6	i	-0.8	-9	-6	-0.5	-4	-9	3
O=C(CCC1CCCN(Cc2ccncc2)C1)NCc1ccc(F)c(F)c1 (configuration not stated)	4	i	0.2	-3	1	0.0	-21	-3	-5
CN1OC[C@@H]2CN(C(=O)c3cccc4ccccc34)[C@H](c3ccc(N4CCCCC4)cc3)C[C@@H]21	2	i	-0.1	-8	2	-0.4	-24	-3	-9
COc1ccccc1OCC(=O)NNC(=O)C(=O)N1CCCC1	4	i	0.3	-9	-4	-0.4	-8	-3	5
O=S1(=O)CCN(C2CCCCCCC2)CC1	-1	i	-1.3	-10	-4	0.1	17	1	9
COc1ccccc1C(C(=O)NCc1ccccc1)N(C(=O)c1csnn1)C1CC1 (configuration not stated)	4	i	-1.3	5	6	0.1	8	0	0
Cc1nnc(SCC(=O)Nc2sc3c(c2C(N)=O)CCCC3)[nH]c1=O	-1	i	0.8	-4	3	-0.5	12	-4	-2
Carrying on.
SMILES	Rin1 Abl inh	Neddylation inh	MsrA inhibitor	FAS TE block	CSN deneddyl inh	TbMetRS inhib	PABP1 MLLE inh	bovine MsrA act	E coli Lon inh
CCCNC(=S)Nc1cc2oc3ccccc3c2cc1OC	-2	i	-0.3	22	1	0.1	-19	-1	-1
Clc1cccc(Cl)c1CNCCCSc1ncccn1	-1	i	-0.8	-3	0	-1.3	-11	-6	-1
CC12CC3(C)CC(C)(C1)CC(C(N)=O)(C2)C3	-1	i	0.9	-3	-3	-0.2	-5	-2	-4
CN(C)S(=O)(=O)N1CCc2ccc(NC(=O)c3ccccc3Cl)cc2C1	2	i	-0.9	3	-1	-1.1	-6	-5	7
COc1ccc(CCNC(=O)c2cc(S(=O)(=O)N(C)C)ccc2N2CCCC2)cc1	4	i	1.5	3	0	-0.9	-9	-14	-2
COc1ccc(C(=O)NNC(=O)CSc2nnc(C(C)C)n2C)cc1	0	i	-1.1	-4	-2	-0.5	7	-2	3
Cc1cccc(NC(=O)/C(=C\c2cccs2)NC(=O)c2ccccc2)c1	-4	i	·	0	-8	-0.6	0	3	0
CCCNC(=O)C1(C)CCN(CCS(=O)(=O)c2ccc(C)cc2)C1 (configuration not stated)	1	i	-1.1	-3	0	-0.2	2	-2	2
Cc1cc(NC(=O)CSc2ccc3c(c2)OCCO3)no1	0	i	-0.9	-7	1	-0.8	13	-8	3
Cc1ccccc1-n1c(-c2csc(C)c2C)n[nH]c1=S	0	i	-0.7	-10	-3	-0.9	-6	-4	3
O=C1c2ccccc2C(=O)N1CSc1nnc(Nc2ccccc2F)s1	0	i	0.0	2	-1	-0.6	-55	-5	4
COc1ccc2cc(/C(C)=N/NC(=O)c3cc(C)oc3C)ccc2c1	-4	i	0.7	0	1	-0.3	12	-3	1
COc1cc2c(cc1OC)C(Cc1ccc(O)cc1)NCC2 (configuration not stated)	-2	i	-0.2	-10	5	-0.3	-40	6	-17
CCCCN(C(=O)C1COc2ccccc2O1)c1c(N)n(CCC)c(=O)[nH]c1=O (configuration not stated)	0	i	-0.9	-2	-5	-0.2	7	1	-10
CCCOC(=O)c1cccc(NC(=O)c2cccnc2)c1	3	i	-0.8	-3	-1	-0.6	12	-5	1
CNC(=O)OCN1C(=O)C2CC=CCC2C1=O (configuration not stated)	0	i	0.1	-4	-2	0.1	0	0	6
COc1ccccc1CCn1c(N)c(C#N)c2nc3ccccc3nc21	2	·	2.4	2	5	3.2	-8	-6	-18
CCN(CC(=O)NCc1ccc(F)cc1)C(=O)C1CCN(C(=O)Nc2ccccc2)CC1	1	i	0.5	-8	-2	-1.0	2	-3	11
O=C(Cc1c(F)cccc1Cl)OCC(=O)N1CCN(c2ccccc2)CC1	-1	i	-0.4	4	0	-0.4	7	1	-4
COc1ccc(NC(=O)CC2C(=O)N(Cc3ccco3)C(=S)N2C(C)C)cc1 (configuration not stated)	-2	i	-0.2	2	3	-1.2	-12	-2	2
CCC(C)(C)NC(=S)Nc1ccc(-c2nc3ccc(C)cc3s2)cc1	-5	·	-0.1	-2	2	-0.3	-7	-2	11
Cc1cccc(OCCC(=O)OC(C)C(=O)Nc2ccc(Cl)cn2)c1 (configuration not stated)	0	i	-0.4	10	3	-0.4	6	15*	-3
NC(=O)NC(=O)COC(=O)c1ccc2noc(-c3ccccc3)c2c1	-1	i	1.7	1	-1	0.1	-12	-7	-13
O=C(CN1CCC(C(=O)c2ccc(F)cc2)CC1)Nc1ccccc1	2	i	1.1	-1	0	0.1	-3	0	-7
O=S(=O)(NC1=NCCCCC1)c1ccc(Cl)cc1	4	i	-0.3	-5	-6	-0.3	-1	-5	-2

Overlap with the part before: 6 entries, then new ones.
SMILES	Rin1 Abl inh	Neddylation inh	MsrA inhibitor	FAS TE block	CSN deneddyl inh	TbMetRS inhib	PABP1 MLLE inh	bovine MsrA act	E coli Lon inh
COc1ccc(NC(=O)CC2C(=O)N(Cc3ccco3)C(=S)N2C(C)C)cc1 (configuration not stated)	-2	i	-0.2	2	3	-1.2	-12	-2	2
CCC(C)(C)NC(=S)Nc1ccc(-c2nc3ccc(C)cc3s2)cc1	-5	·	-0.1	-2	2	-0.3	-7	-2	11
Cc1cccc(OCCC(=O)OC(C)C(=O)Nc2ccc(Cl)cn2)c1 (configuration not stated)	0	i	-0.4	10	3	-0.4	6	15*	-3
NC(=O)NC(=O)COC(=O)c1ccc2noc(-c3ccccc3)c2c1	-1	i	1.7	1	-1	0.1	-12	-7	-13
O=C(CN1CCC(C(=O)c2ccc(F)cc2)CC1)Nc1ccccc1	2	i	1.1	-1	0	0.1	-3	0	-7
O=S(=O)(NC1=NCCCCC1)c1ccc(Cl)cc1	4	i	-0.3	-5	-6	-0.3	-1	-5	-2
CC(C)N(Cc1nc(-c2ccccc2)no1)C(=O)C(C)(C)C	5	i	1.0	-1	2	0.0	-9	-2	-13
C(=N\C(/N=C/c1ccco1)c1ccco1)/c1ccco1	0	i	0.5	-4	25	0.6	12	-2	-6
Cc1ccc2nc(SCC(=O)Nc3cc(C)on3)c(C)cc2c1	-1	i	-0.2	-4	-1	-0.5	-6	-1	-1
CS(=O)(=O)c1ccc(NC(=O)CCN2C(=O)NC3(CCCC3)C2=O)cc1	0	i	0.8	-3	5	0.9	-12	-4	-10
COc1cccc(NC(=O)c2cc3c(=O)n4ccccc4nc3n(CC(C)C)c2=N)c1	-1	i	0.4	-7	0	-0.1	6	-5	-8
CC1=CC(=O)C=CC1(C)C(Cl)(Cl)Cl (configuration not stated)	3	i	-0.7	-3	2	-0.4	4	-2	-2
CC(=O)Nc1ccc2nc(-c3cccn3C)[nH]c2c1	1	i	3.2	-5	6	-0.2	-3	-3	-3
O=C(Oc1cccc(NC(=O)c2ccco2)c1)c1ccc(Br)c(S(=O)(=O)N2CCCCC2)c1	-1	i	2.3	28	-3	0.4	8	0	2
CC[C@H](C)[C@H](NC(N)=O)C(=O)NCCc1ccc(OC)c(OC)c1	0	i	0.1	-2	-2	0.2	-17	1	7
CCN1CCc2[nH]c3ccccc3c2C1	-2	i	0.7	-2	4	1.0	13	-2	0
O=C1CSC(=S)N1/N=C/c1c(F)cccc1F	3	i	1.2	-5	0	-0.1	13	-4	-7
CCS(=O)(=O)N1CCC(C(=O)NCc2cccc(OC)c2)CC1	0	i	1.4	0	3	-0.3	4	1	0
CC(=O)N1CC23C=CC(CC2CC12CCCCCC2)O3 (configuration not stated)	1	i	1.1	-3	-9	-0.2	-16	-4	-7
CCNC(=O)COC(=O)C1C(C(=O)OCC)=C(C)NC(C)=C1C(=O)OCC	1	i	2.9	-8	-2	0.8	4	-2	-6
C=CCN1C(=O)c2ccccc2Sc2ccc(C(=O)NCC(OC)OC)cc21	2	i	-0.4	-8	-3	-1.0	-10	0	4

Bioassay records deposited in PubChem BioAssay by several laboratories.
